NR2E3 ag-1: NR2E3 (human) agonism | Q9Y5X4 | GST-NR2E3/biotin-RetCOR TR-FRET, 1536-well | inhibition of corepressor binding, % at 4.78 µM | 0.12% of 320,000 active | AID 2300;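 active = percent inhibition above the cutoff of mean plus 3 SD of all tested compounds, set per screening campaign, cut at about 20% in these data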;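 note: 0% = DMSO wells and 100% = biotin wells as full block of FRET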
Target sequence (Q9Y5X4 whole entry, looked up): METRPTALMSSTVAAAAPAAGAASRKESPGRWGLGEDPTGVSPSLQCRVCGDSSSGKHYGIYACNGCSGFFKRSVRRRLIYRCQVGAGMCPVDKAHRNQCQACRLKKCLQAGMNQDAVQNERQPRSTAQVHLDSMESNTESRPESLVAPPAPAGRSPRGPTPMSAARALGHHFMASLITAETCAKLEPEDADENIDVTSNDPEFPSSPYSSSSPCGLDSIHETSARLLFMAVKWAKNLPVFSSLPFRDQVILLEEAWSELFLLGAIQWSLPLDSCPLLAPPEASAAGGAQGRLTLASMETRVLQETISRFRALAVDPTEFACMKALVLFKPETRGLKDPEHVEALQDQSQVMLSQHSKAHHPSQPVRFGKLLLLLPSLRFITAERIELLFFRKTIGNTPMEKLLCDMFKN
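system = GST-tagged NR2E3 plus biotinylated RetCOR corepressor | input = 1.35 nM GST-NR2E3 | also added = 7 nM biotin-RetCOR | schedule = 5 h incubation at 4 °C | measured by = TR-FRET with europium anti-GST and streptavidin-D2, 340 nm excitation | read-out = percent loss of FRET ratio relative to control wells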
NR2E3 ag-2: activates human NR2E3 receptor; 0.35% of 360,000 active; AID 602229; Q9Y5X4; inhibition of corepressor binding, % at 3.98 µM; CHO-S Gal4-NCOR/VP16-NR2E3 two-hybrid, luciferase;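 active = inhibition above the mean of all tested compounds plus 3 SD, cut at about 70% in these data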;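 note: 0% = DMSO with NR2E3 transfected cells and 100% = cells lacking NR2E3 construct; higher means lower luciferase signal from less NR2E3 corepressor binding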
KKLEB tox: CF airway cell cytotoxicity counter-screen; KKLEB CF airway cells viability, ATPlite luminescence, overnight; hits give low values; cells stimulated with P. aeruginosa culture filtrate; activity change (cytotoxicity), % at 5 µM; 0.36% of 360,000 active; AID 602141;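 active = corrected activity change at or below -50% at 5 µM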
Peg3 prom inh: inhibitors of Peg3 promoter | HeLa PEG-Prom luciferase reporter, luminescence, overnight | inhibition, % at 20 µM | 1.7% of 360,000 active;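 active = inhibition of at least 50% at 20 µM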
C8 TRAIL sens: sensitizes caspase-8 expressing cells to TRAIL | AID 624354 | 1% of 360,000 active | inhibition (viability loss, TRAIL sensitization), % at 10 µM | NB7+C8 cells + TRAIL, ATPlite viability luminescence;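 active = compounds causing at least 50% loss of cell viability in the single-dose screen, relative to plate controls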
LMP1 NFkB inh: inhibitors of Epstein-Barr LMP1-induced NF-kappaB reporter. LMP1-induced NF-kappaB luciferase reporter cells, luminescence. 0.69% of 350,000 active. inhibition, % at 12.5 µM; in the data active = inhibition above about 41%;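 note: 0% = neutral control wells and 100% = reference inhibitor control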
CF NFkB block: inhibitors of cystic fibrosis induced NF-kB; KKLEB NF-kB-GFP reporter, PAF-induced, GFP fluorescence overnight; inhibition, % at 5 µM; 0.86% of 360,000 active; AID 588850;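 active = at least 50% inhibition at 5 µM, scaled per plate between neutral and stimulator controls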;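 note: PAF is a Pseudomonas aeruginosa culture filtrate used as stimulus; plate controls were PAF-stimulated DMSO wells for no effect and unstimulated DMSO wells for full effect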
MITF TRPM1 inh: inhibitors of MITF-driven TRPM1 promoter in melanoma cells | SK-MEL-5 TRPM1 promoter luciferase, 24 h | inhibition, % at 12.5 µM | 0.83% of 330,000 active | AID 488899;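 active = mean inhibition across replicates of 60% or more, whatever share of single replicates reaches that level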; note: values of inactives mirror those of a sister screen read the other way
Shn3 inh set2: reduces Shn3 3'UTR luciferase signal in osteoblasts; Clone20 osteoblast Shn3 3'UTR firefly luciferase, 24 h; inhibition, % at 12.5 µM; 0.52% of 360,000 active; AID 588674;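 active = mean inhibition of at least 75% with every replicate also reaching 75%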;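 note: 0% = median of neutral control wells and 100% = pilot-screen positive control compound; some compounds past the cut are filed as inactive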
HIF-2a inh: blocks HIF-2a reporter activity | 786-0 RCC cells HIF-2a reporter, luciferase luminescence, overnight | inhibition, % at 18.8 µM | 0.72% of 360,000 active | AID 624352;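 active = inhibition of the luminescence signal of 40% or more relative to plate controls, in a single-dose primary screen at 18.75 µM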
iPSC survival up: enhancers of human iPSC single-cell survival | AID 602274 | survival enhancement, % at 20 µM | 0.044% of 360,000 active | hiPSC single-cell survival, ATPlite luminescence; 100% = ROCK inhibitor wells, 0% = DMSO; in the data active = survival enhancement above about 18%;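 note: cells exposed to compounds for 16 hours before the ATP read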
An asterisk follows results filed as active; . = not tested or not shown. The list is partial, so the mix of outcomes need not match the whole.

SMILES	NR2E3 ag-1	NR2E3 ag-2	KKLEB tox	Peg3 prom inh	C8 TRAIL sens	LMP1 NFkB inh	CF NFkB block	MITF TRPM1 inh	Shn3 inh set2	HIF-2a inh	iPSC survival up
CCn1c(/C=C/c2cc[n+](C)cc2)nc2ccccc21	4.3	-34.7	11.3	0.7	14.7	-2.6	3.5	16.1	-0.5	18.7	0.5
Cc1cccc(CSc2ccc(-c3ccco3)nn2)c1	2.1	-68.3	-3.3	-276.9	6.2	-37.6	-24.4	-34.1	-18.1	-196.7	-1.3
CCC(=O)N1CCN(c2ccc(NC(=O)c3ccco3)cc2Cl)CC1	.	-1.1	18.8	-53.7	-10.2	-3.9	-1.6	-27.1	-30.5	-45.8	-0.3
O=C(c1cccc(C(F)(F)F)c1)N1CCC(=O)N(C(CO)Cc2ccccc2)CC1 (centres undefined)	1.8	-24.9	-9.9	4.7	-26.2	-4.3	-7.4	-3.5	-11.2	5.5	0.0
O=C(CSc1nnc(CNC(=O)c2c(F)cccc2F)o1)c1ccccc1	1.8	-24.7	-8.4	0.3	-8.7	-3.4	-0.4	0.3	-2.4	-3.8	1.2
COc1ccc(-c2nc3c(s2)CCc2onc(-c4ccc(OC)cc4)c2-3)cc1	3.8	-2.2	-4.4	-7.6	14.3	-5.0	6.8	13.8	9.3	-8.8	-0.8
O=C(NCc1ccccc1)C(c1ccccc1)N(Cc1cccs1)C(=O)c1cnccn1 (centres undefined)	-1.9	13.8	-9.2	40.6	17.5	2.7	-11.1	12.0	-9.2	23.4	-1.1
Oc1ccc(N=Nc2ccccc2C(F)(F)F)c2cccnc12	-2.6	14.0	-2.0	26.2	-3.5	71.7*	-1.3	72.8*	90.0*	16.6	-0.7
Cc1ccc(/C(O)=C2\C(=O)C(=O)N(CC(C)O)C2c2ccc(N(C)C)cc2)cc1 (centres undefined)	-2.2	-2.5	4.1	-0.9	5.7	-12.5	0.2	-3.0	3.0	12.3	-0.8
CCOc1ccc(C(C)=O)cc1CN1c2ccc(S(N)(=O)=O)cc2CC1C (centres undefined)	-1.6	-7.4	0.8	7.0	0.4	-0.5	1.8	-0.9	12.3	17.3	-0.4
O=C(N/C(=C\c1ccc(-c2ccccc2)o1)C(=O)N1CCOCC1)c1ccccc1	.	-4.5	-9.7	11.5	7.7	-7.3	8.5	5.2	-17.2	-22.7	4.2
O=C(O)c1cc(/C=C/c2ccc(N3CCOCC3)c([N+](=O)[O-])c2)nc2ccccc12	-2.5	-28.6	7.7	-39.1	64.2*	16.5	-14.9	5.7	5.9	-68.0	-0.8
Cc1ccc(CN(C)CC(=O)NC(C)c2ccccc2)cc1 (centres undefined)	-1.9	18.5	-2.8	4.8	11.0	-5.3	-25.1	-1.5	-14.0	4.3	1.4
O=C(NCCSc1c[nH]c2ccccc12)c1ccc2c(c1)OCO2	2.0	-23.7	1.0	-43.9	-2.5	-6.1	2.6	.	-4.0	-43.4	8.2
O=C(Cn1nnc(-c2cccc(C(F)(F)F)c2)n1)NC(=O)NCc1ccco1	-1.3	-13.1	0.6	-12.8	-9.3	-3.3	6.5	6.6	18.1	4.4	-1.2
COc1ccc(-c2noc(-c3ccc(Br)o3)n2)cc1	0.0	-41.9	-6.6	-281.4	5.3	-8.3	-6.2	-43.9	-129.7	-299.3	-0.9
Fc1cccc(Cl)c1CSc1ccc2nnc(-c3ccccn3)n2n1	-6.8	14.0	5.6	8.7	-3.9	0.5	-12.3	-11.2	24.2	6.7	-0.3
CCn1c2ccccc2c2nnc(SCCN3CCCCC3)nc21	-0.4	0.1	4.2	10.1	-8.0	-11.1	-34.1	13.6	50.4	-19.9	0.3
COC(=O)c1ccccc1NC(=O)c1cccc(NC(=O)C(C)C)c1	1.6	-13.2	10.1	19.7	3.5	5.9	-7.6	-1.1	8.6	-22.4	-2.3
COc1ccc(-c2nc(CN3CCN(C(=O)c4ccco4)CC3)c(C)o2)c(F)c1	2.3	0.2	-12.2	17.6	0.3	0.1	-8.8	25.9	8.7	17.3	-0.3
CCOC(CCNC(=O)c1cn(-c2cccc(C)n2)cn1)OCC	0.7	3.3	5.8	-4.3	7.7	1.8	-3.7	-8.8	-4.2	10.0	-0.6
Cc1ccc(C(=O)C2=C(O)C(=O)N(Cc3cccnc3)C2c2ccc(Cl)cc2)o1 (centres undefined)	18.2	7.3	3.6	-9.8	-6.7	-4.1	7.4	2.3	9.4	-0.4	-0.3
CCOC(=O)C1=C(C)N=C2c3ccccc3C(=O)C2C1c1ccc(Cl)cc1 (centres undefined)	0.3	-19.6	-7.4	20.3	1.1	-4.4	-5.0	-5.3	-12.1	-5.7	-1.1
COc1cnc(SCc2ccc(Cl)cc2)nc1Cl	-0.1	-5.0	-4.6	0.5	-1.3	10.1	-5.4	-5.8	-7.1	-0.6	-1.9
CCc1ccc(C(C)NC(=O)c2ccncc2)cc1 (centres undefined)	2.5	-1.6	2.5	-4.2	-3.9	2.5	19.8	-1.7	5.1	8.9	-0.5
O=c1c2ccccc2[nH]c(=S)n1CCN1CCCCC1	4.2	-11.5	35.2	9.6	-13.4	-1.2	-48.7	-1.5	8.3	-10.2	1.0
CN(C)c1cc(-c2ccccc2)nc(N)n1	1.6	-5.3	3.8	-6.9	3.3	3.2	-14.7	5.2	-19.2	-8.2	-0.5
O=C1CN(C(=O)C2CCC(=O)N(CCc3ccc(Cl)cc3)C2)CCN1 (centres undefined)	2.1	-23.3	8.7	22.3	-9.4	-4.5	-5.2	-10.4	-18.7	-0.4	-0.4
Cc1ccc(CNC(=O)[C@H](C)NC(=O)C2CCN(C(=O)[C@@H]3CCCN3C(=O)OC(C)(C)C)CC2)cc1	1.3	16.9	5.3	-14.9	9.5	6.4	-55.5	-0.1	6.4	3.2	2.6
COc1ccc(C2/C(=C(\O)c3cccc(OC)c3)C(=O)C(=O)N2c2ccccn2)cc1 (centres undefined)	4.3	-0.3	-11.8	-12.0	-3.2	0.4	21.7	3.5	7.5	-8.0	-1.0
Cc1ccn2c(-c3n[nH]c(=S)n3Cc3ccccc3)c(C)nc2c1	0.6	6.4	-17.3	18.1	1.5	-8.5	7.3	-10.2	11.4	0.2	-1.0
COc1cc(C(=O)OCC(=O)Nc2cc(C)on2)c([N+](=O)[O-])cc1OC	4.0	-1.6	-3.9	24.3	-4.2	2.8	4.3	8.1	2.2	15.2	-0.7
COc1cccc(-c2cc(C(=O)NCc3cccs3)no2)c1	0.5	-112.1	-10.2	-351.3	6.4	-12.9	2.6	-124.3	-66.9	-347.4	0.1
Cc1cc(Br)c(S(=O)(=O)n2nnc3ccccc32)cc1C	4.0	-1.8	-1.0	9.1	18.8	1.6	5.1	6.0	11.3	12.1	2.0
CSc1ncccc1C(=O)Nc1ccc2c(c1)OCO2	0.5	18.0	-0.9	-45.9	-6.9	-4.3	-12.9	-5.9	-12.3	-73.5	0.2
CN1CCN(c2ccc(S(=O)(=O)N3CCOCC3)cc2NC(=O)CC(C)(C)C)CC1	1.9	36.8	6.3	-4.8	6.8	2.0	1.1	-1.2	-9.8	11.7	-2.3
Cc1nc2ccc3nc(NC(=O)c4ccc(S(=O)(=O)N5CCOCC5)cc4)sc3c2s1	0.4	9.6	0.2	9.8	5.3	2.0	-3.6	0.5	11.1	0.0	-1.1
O=C(CCC1CCCN(C(=O)C2(c3ccccc3)CC2)C1)N1CCN(c2ccccn2)CC1 (centres undefined)	8.1	-10.3	0.9	14.3	5.4	6.2	5.1	-8.2	5.8	-3.4	-0.2
COc1cc(C)c(Br)cc1S(=O)(=O)N1CCCC1	1.9	-18.4	-1.4	11.0	-4.0	-1.1	14.6	-8.0	0.0	18.4	-0.1
O=C(c1cccc(F)c1)N1CCN(C(=O)c2cc(-c3ccc(Cl)cc3Cl)on2)CC1	3.2	-3.5	-4.5	-41.6	17.5	-1.2	-16.4	-11.2	17.3	-52.3	-1.7

One compound at a time (already shown). Order of values: NR2E3 ag-1 | NR2E3 ag-2 | KKLEB tox | Peg3 prom inh | C8 TRAIL sens | LMP1 NFkB inh | CF NFkB block | MITF TRPM1 inh | Shn3 inh set2 | HIF-2a inh | iPSC survival up
CCc1ccc(C(C)NC(=O)c2ccncc2)cc1 (centres undefined) as listed: 2.5 | -1.6 | 2.5 | -4.2 | -3.9 | 2.5 | 19.8 | -1.7 | 5.1 | 8.9 | -0.5
O=C(NCCSc1c[nH]c2ccccc12)c1ccc2c(c1)OCO2 as listed: 2.0 | -23.7 | 1.0 | -43.9 | -2.5 | -6.1 | 2.6 | . | -4.0 | -43.4 | 8.2
CSc1ncccc1C(=O)Nc1ccc2c(c1)OCO2 as listed: 0.5 | 18.0 | -0.9 | -45.9 | -6.9 | -4.3 | -12.9 | -5.9 | -12.3 | -73.5 | 0.2
COc1ccc(-c2nc3c(s2)CCc2onc(-c4ccc(OC)cc4)c2-3)cc1 as listed: 3.8 | -2.2 | -4.4 | -7.6 | 14.3 | -5.0 | 6.8 | 13.8 | 9.3 | -8.8 | -0.8

Continued.
SMILES	NR2E3 ag-1	NR2E3 ag-2	KKLEB tox	Peg3 prom inh	C8 TRAIL sens	LMP1 NFkB inh	CF NFkB block	MITF TRPM1 inh	Shn3 inh set2	HIF-2a inh	iPSC survival up
COc1ccc(S(=O)(=O)N2CCC(NC(=O)Nc3ccc(C)cc3)CC2)cc1	-3.6	11.6	-4.1	27.5	14.2	6.6	10.2	12.0	19.9	7.3	0.2
Cc1cc(Cl)c2oc(C(=O)N(C)Cc3ccon3)c(C)c2c1	2.2	-145.0	-6.2	-326.5	-24.1	-21.4	-1.2	-49.0	-69.3	-233.9	-0.4
CN(C(=O)CSc1ncccc1C(=O)O)c1ccccc1	-0.5	-0.8	2.0	0.7	-14.3	-1.3	0.3	3.4	2.9	-2.6	1.7
COc1ccccc1Cn1c(=S)[nH]c2cc(C(=O)N3CC(C)CC(C)C3)ccc2c1=O (centres undefined)	.	-25.0	-1.8	-0.9	-7.7	0.2	-12.7	.	3.8	-8.6	0.8
Cc1ccc([N+](=O)[O-])c(OCC(O)CNC(C)(C)C)c1 (centres undefined)	3.5	-20.5	3.4	1.6	-5.6	.	-2.7	.	-4.2	11.2	1.7
O=C1c2ccccc2C(=O)N1CCc1nc(-c2ccc(Cl)cc2)no1	-1.8	1.9	-2.5	-17.9	-7.0	1.5	-18.0	-13.3	-11.1	-7.3	2.5
COc1ccccc1C(=O)N/N=C(\C)CC(=O)Nc1ccccc1NC(C)=O	3.4	-40.9	-3.3	15.0	-5.7	-5.0	4.6	10.0	-47.5	16.7	-0.7
COC(=O)c1cc(C(=O)OC)cc(S(=O)(=O)Nc2ccc(Cl)c(N)c2)c1	2.7	-5.5	1.2	3.9	-16.6	-2.6	-23.0	4.6	2.1	6.6	1.6
Cn1c(=O)c2c(nc(SCCN3CCOCC3)n2C)n(C)c1=O	5.0	12.6	-0.3	9.6	-12.5	-4.2	-1.9	-1.6	-17.9	23.8	-0.6
Cc1cc(S(=O)(=O)N2CCN(c3ccc(F)cc3)CC2)ccc1-n1cnnn1	-1.8	5.3	-4.9	-2.7	-4.9	0.5	11.8	-12.5	18.3	0.4	-0.5
